High-throughput results deposited in PubChem by National Center for Advancing Translational Sciences (NCATS).
AmpC no deterg: qHTS Inhibitors of AmpC Beta-Lactamase (assay without detergent); P00811; Potency, µM (highest dose often 57.1 µM), inactives show at the top dose activity change, negative = inhibition, usual class: inhibitors; AmpC nitrocefin hydrolysis, absorbance 480 nm, 0.0001% Triton; AID 485341, 2010; hit rate 0.52% among 330,000;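 note: potency is the fitted concentration of half-maximal effect; plate controls were no compound for no effect and no enzyme for full effect; nearly all actives have a fitted effect of over 20% in size; some results filed as inactive show a strong effect at the top dose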
Target sequence (P00811 whole entry, looked up): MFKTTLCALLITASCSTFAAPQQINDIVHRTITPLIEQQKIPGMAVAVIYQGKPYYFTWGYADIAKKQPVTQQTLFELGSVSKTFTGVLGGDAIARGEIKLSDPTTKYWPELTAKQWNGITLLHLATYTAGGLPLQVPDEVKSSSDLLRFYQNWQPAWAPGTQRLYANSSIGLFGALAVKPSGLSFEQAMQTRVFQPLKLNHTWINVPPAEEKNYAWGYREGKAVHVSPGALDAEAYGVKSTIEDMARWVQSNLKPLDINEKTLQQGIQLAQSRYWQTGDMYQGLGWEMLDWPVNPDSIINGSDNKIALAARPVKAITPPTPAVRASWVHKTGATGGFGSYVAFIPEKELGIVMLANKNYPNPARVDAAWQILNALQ
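AmpC (5.3 nM in the dispensed reagent) in 20 mM phosphate pH 7.0 with 0.01% (detergent screen) or 0.0001% Triton X-100 was preincubated with compounds for 15 min at room temperature. Nitrocefin was then added from an 800 uM solution, and hydrolysis was followed at 480 nm.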
HCMV antiviral: qHTS Assay for inhibitors of the human cytomegalovirus (HCMV). HFF cells, HCMV-luciferase reporter, 72 h; stronger effect = lower value. activity change, negative = inhibition, % at 57.5 µM. hit rate 4.5% among 410,000; in the data active = activity change below about -60%; inconclusive = no clear call, values can overlap the other calls; inactive = above about -39%
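Compounds were evaluated in HFFs infected with an HCMV luciferase reporter virus (MOI 1 PFU/cell). Luciferase in lysates collected 72 h post infection served as the replication measure.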
AmpC detergent: qHTS Inhibitors of AmpC Beta-Lactamase (assay with detergent); AmpC hydrolysis of nitrocefin, absorbance 480 nm, 0.01% Triton; P00811; Potency, µM (doses to about 114 µM), inactives show top-dose activity change, negative = inhibition, actives largely listed as inhibitors; hit rate 0.041% among 370,000;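 note: potency is the fitted concentration of half-maximal effect; 0% = no-compound wells and -100% = no-enzyme wells; nearly all actives have a fitted effect of over 25% in size; some results filed as inactive show a strong effect at the top dose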
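AmpC (5.3 nM in the dispensed reagent) in 20 mM phosphate pH 7.0 with 0.01% (detergent screen) or 0.0001% Triton X-100 was preincubated with compounds for 15 min at room temperature. Nitrocefin was then added from an 800 uM solution, and hydrolysis was followed at 480 nm.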
HCV inh: qHTS Assay for Inhibitors of Hepatitis C Virus (HCV) | Huh7.5.1 HCVcc-Cre infection, luciferase reporter, 44 h | Potency, µM (titrated, usually from 41.8 µM), without a hit: at the highest dose activity change, negative = inhibition, hits mostly inhibitors | hit rate 3.4% among 340,000; note: potency is the fitted concentration of half-maximal effect
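Cells seeded at 1,000/well and cultured 4 h, then compounds added followed by HCVcc-Cre virus (~0.5 moi). After 44 h further culture, luciferase substrate was added, plates held 15 min at room temperature, and luminescence read for 15 sec.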
Giardia FBPA inh: qHTS Assay for Inhibitors of Fructose-1,6-bisphosphate Aldolase from Giardia Lamblia | purified Giardia FBPA | Potency, µM (doses to about 59.6 µM), without a hit: top-dose activity, negative = inhibition, hits mostly inhibitors | hit rate 0.71% among 290,000; note: potency is the fitted concentration of half-maximal effect; nearly all actives have a fitted effect of over 55% in size
Target sequence (A8B2U2 whole entry, looked up): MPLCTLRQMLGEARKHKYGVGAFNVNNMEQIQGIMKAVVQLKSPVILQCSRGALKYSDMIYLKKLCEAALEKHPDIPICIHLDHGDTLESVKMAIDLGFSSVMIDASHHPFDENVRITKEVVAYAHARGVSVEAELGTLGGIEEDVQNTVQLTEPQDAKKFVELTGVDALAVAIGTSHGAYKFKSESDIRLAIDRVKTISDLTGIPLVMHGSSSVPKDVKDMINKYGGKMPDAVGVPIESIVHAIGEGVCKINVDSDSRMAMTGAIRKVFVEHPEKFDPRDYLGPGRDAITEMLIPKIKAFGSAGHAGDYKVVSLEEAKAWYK
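Giardia FBPA (40 nM reagent) was preincubated 10 min at RT with compound (up to 57.5 uM final), then substrate plus GAPDH/TPI/NAD/arsenate coupling system with diaphorase/resazurin was added; resorufin fluorescence (525/598 nm) was read after 20 min.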
Sm TGR block: qHTS Assay for the Inhibitors of Schistosoma Mansoni Peroxiredoxins; Schistosoma mansoni thioredoxin glutathione reductase (TGR), Q962Y6; purified TGR, DTNB reduction, TNB absorbance 405 nm; Potency, µM (top dose mostly 114 µM), for inactives: at the top dose activity change, negative = inhibition, most hits filed as inhibitors; hit rate 3% among 360,000; note: potency is the fitted concentration of half-maximal effect; nearly all actives have a fitted effect of over 60% in size
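TGR 20 nM + NADPH 100 uM (dispensed conc.), cpd preinc 15 min RT; start with NADPH (500 uM addition) then DTNB (15 mM addition). Kinetic TNB absorbance, 405 nm filter. Four-parameter Hill fit across titration.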
An asterisk follows results filed as active; & = joins results of further samples; [ ] = another dose, or the depositor's remark. Unless noted, calls come from the whole dose curve; as a rule, active = well fitted curve in the direction sought with a large enough effect; inconclusive = small, poorly fitted or top-dose-only effect, or another doubt; inactive = no such curve, though single readings can be large; an effect the other way counts as inactive or inconclusive. Unless noted, % is set by controls: 0 for no effect and ±100 for the full control effect.

Screening COC(=O)c1ccccc1NC(=O)C1COc2ccccc2O1 (configuration not stated) returned AmpC no deterg -3.7%, HCMV antiviral 0.2, AmpC detergent 9.5%, HCV inh inconclusive, Giardia FBPA inh 2.2% and Sm TGR block 5.8%.
For Cc1nnc(SC(C)C(=O)NC2CCCCC2C)s1 (configuration not stated) the results were AmpC no deterg -3.5%, HCMV antiviral -7.1, AmpC detergent inconclusive, HCV inh 12.8% and Sm TGR block -4.1%.
`COc1ccc(-c2c[nH]c(=O)[nH]c2=O)cc1OC` gave AmpC no deterg -13.5%, HCMV antiviral -18.4, AmpC detergent 5.7%, HCV inh -5.8%, Giardia FBPA inh 1.1% and Sm TGR block -18.0%.
`COc1ccc(OC)c(S(=O)(=O)NCc2ccccn2)c1` gave AmpC no deterg -8.1%, HCMV antiviral -27.1, AmpC detergent 1.7%, HCV inh 7.9%, Giardia FBPA inh 4.7% and Sm TGR block 10.3%.
`O=c1c(S(=O)(=O)c2cccc(Cl)c2)cn(Cc2ccccc2)c2cc(N3CCCCC3)c(F)cc12` gave HCMV antiviral -65.2*, AmpC detergent 1.2% and Sm TGR block -1.8%.
O=C(N/N=C/c1cccnc1)C12CC3CC(CC(C3)C1)C2 was read as AmpC no deterg -18.5%, HCMV antiviral 56.1, AmpC detergent 1.8%, HCV inh 14.2%, Giardia FBPA inh 4.3% and Sm TGR block 4.4%.
For Cc1ccc(C(=O)NCC(=O)OCC(=O)c2c(N)n(C)c(=O)n(C)c2=O)s1 the results were AmpC no deterg -15.1%, HCMV antiviral 4.8, AmpC detergent inconclusive, HCV inh -1.1%, Giardia FBPA inh 0.8% and Sm TGR block -2.5%.
COc1ccc(OC)c(C(=O)Cn2nnc3ccccc3c2=O)c1 was read as AmpC no deterg 8.0%, HCMV antiviral -20.8, AmpC detergent -12.3%, HCV inh -19.0%, Giardia FBPA inh 1.4% and Sm TGR block -5.2%.
Screening O=C1C2CC=C(Cl)CC2C(=O)N1CCCCCCN1C(=O)C2CC=C(Cl)CC2C1=O (configuration not stated) returned AmpC no deterg 12.8%, HCMV antiviral -27.8, AmpC detergent inconclusive, HCV inh -13.2%, Giardia FBPA inh inconclusive and Sm TGR block 22.4µM*.
CCc1nnc(NC(=O)c2ccc(COc3ccccc3C)o2)s1 was read as AmpC no deterg -15.7%, HCMV antiviral 6.8, AmpC detergent -0.2%, HCV inh 9.7% and Sm TGR block -10.4%.
For COc1cccc(/C=C/c2ccc3cccc(O)c3n2)c1 the results were AmpC no deterg -24.0%, HCMV antiviral -94.5*, AmpC detergent -6.7%, HCV inh inconclusive, Giardia FBPA inh -7.7% and Sm TGR block 2.5%.
`COc1ccc(CCNC(=O)CN(c2ccc(OC)c(OC)c2)S(C)(=O)=O)cc1OC` gave AmpC no deterg -0.6%, HCMV antiviral 31.1, AmpC detergent 0.6%, HCV inh 8.6%&6.5%, Giardia FBPA inh 1.4% and Sm TGR block 9.1%.
`CC(=O)c1cccc(OCC(=O)Nc2ccccc2N2CCOCC2)c1` gave AmpC no deterg -4.5%, HCMV antiviral 0.0, AmpC detergent 6.1%, HCV inh inconclusive and Sm TGR block -2.8%.
For CC(COc1ccccc1)N(CCCl)Cc1ccccc1 (configuration not stated) the results were AmpC no deterg -15.3%, HCMV antiviral inconclusive, AmpC detergent -1.8%, HCV inh -12.4%[8.37 µM], Giardia FBPA inh 5.7%&-2.5%&-1.6% and Sm TGR block 25.1µM*.
`CCCc1ccc(C(=O)COC(=O)CN2C(=O)NC3(CCCCC3C)C2=O)cc1` (configuration not stated) gave AmpC no deterg 39.1%, HCMV antiviral 7.6, AmpC detergent -8.0%, HCV inh 5.0% and Sm TGR block -6.9%.
CC(=O)N(c1ccc(C(F)(F)F)cc1)S(=O)(=O)c1ccc(N2C(=O)CCC2=O)cc1 was read as AmpC no deterg 39.2%, HCMV antiviral -34.0, AmpC detergent -11.3%, HCV inh 11.5% and Sm TGR block -0.5%.
Screening COc1cc(C)c(C(C)C)cc1S(=O)(=O)n1cnc(C)c1 returned AmpC no deterg 62.6%[activator], HCMV antiviral -5.4, AmpC detergent inconclusive, HCV inh inconclusive, Giardia FBPA inh 1.2% and Sm TGR block -6.6%.
Screening C[C@@H](NC(=O)[C@@H]1Cc2ccccc2CN1)C(=O)Nc1ccc2c(c1)OCO2 returned AmpC no deterg -20.2%, HCMV antiviral 6.5, AmpC detergent -12.0%, HCV inh 8.0%, Giardia FBPA inh -28.1% and Sm TGR block -14.5%.
For CC1CCN(C(=S)NC(=O)c2ccccc2)CC1 the results were AmpC no deterg -13.8%, HCMV antiviral -21.9, AmpC detergent inconclusive, HCV inh 22.6%, Giardia FBPA inh -8.9% and Sm TGR block -3.8%.
`NC1=NC(=O)C2(COC(c3cccnc3)OC2)S1` (configuration not stated) gave AmpC no deterg -16.5%, HCMV antiviral -19.0, AmpC detergent 7.9%, HCV inh 1.5%, Giardia FBPA inh 2.2% and Sm TGR block 38.4%[activator].
`CCc1nnc(NC(=O)CSc2nc(C)cs2)s1` gave AmpC no deterg -19.7%, HCMV antiviral -2.7, AmpC detergent 7.5%, HCV inh 19.8%, Giardia FBPA inh inconclusive and Sm TGR block -35.9%.
COc1ccccc1CNC(=O)C1CC2Cn3c(nc4ccccc43)C2N1C (configuration not stated) was read as AmpC no deterg -3.8%, HCMV antiviral -4.0, AmpC detergent 0.9%, HCV inh 18.2%, Giardia FBPA inh -4.0% and Sm TGR block 4.9%.
COC(=O)C(N)Cc1ccc(O)c(O)c1 (configuration not stated) was read as AmpC no deterg -12.7%, HCMV antiviral 10.1, AmpC detergent -1.3%, HCV inh -4.5%, Giardia FBPA inh inconclusive and Sm TGR block 7.94µM*.
Screening CCOC(=O)c1csc(-c2sccc2Br)n1 returned AmpC no deterg -24.3%, HCMV antiviral 73.9, AmpC detergent -14.6%, HCV inh 11.7%, Giardia FBPA inh -6.0% and Sm TGR block 10.4%.
`CCCCN(CC)Cc1ccc(CNC(=S)Nc2ccc(C)cc2Cl)o1` gave AmpC no deterg -19.2%, HCMV antiviral inconclusive, AmpC detergent 3.1%, HCV inh inconclusive, Giardia FBPA inh -19.1% and Sm TGR block inconclusive.
For CC(C)COc1ccc(C(=O)N2CCN(CCc3ccccn3)CC2)cc1 the results were HCMV antiviral -2.7, AmpC detergent 7.7% and Sm TGR block 0.6%.
Cc1ccccc1-c1nnc(SCC(=O)c2c(N)n(C3CC3)c(=O)[nH]c2=O)o1 was read as AmpC no deterg -14.7%, HCMV antiviral -1.4, AmpC detergent -0.2%, HCV inh 4.1% and Sm TGR block -29.2%.
For O=C(CSc1nnc(SCc2ccc(Cl)cc2)s1)N1CCOCC1 the results were AmpC no deterg 1.8%, HCMV antiviral 10.2, AmpC detergent 8.6%, HCV inh -3.1%, Giardia FBPA inh 0.4% and Sm TGR block 5.0%.
For O=C(NCC(=O)N(CCN1CCOCC1)C(C(=O)NC1CCCC1)c1cccnc1)c1cccs1 (configuration not stated) the results were AmpC no deterg -2.9%, HCMV antiviral 20.3, AmpC detergent -13.6%, HCV inh 9.6%, Giardia FBPA inh 6.0% and Sm TGR block -6.0%.
Screening Cc1ccc(N(C(=O)c2csnn2)C(C(=O)NC2CCCC2)c2cccnc2)c(C)c1 (configuration not stated) returned AmpC no deterg 5.2%, HCMV antiviral 18.8, AmpC detergent -10.6%, HCV inh 16.3%, Giardia FBPA inh -1.6% and Sm TGR block 3.8%.
For COc1cccc(C(=O)NC(C)CCc2ccccc2)c1 (configuration not stated) the results were AmpC no deterg -25.5%, HCMV antiviral 42.4, AmpC detergent inconclusive, HCV inh -3.1%, Giardia FBPA inh 9.5% and Sm TGR block -12.6%.
Screening Cc1cccc(/N=C/c2c(O)n(Cc3ccc4c(c3)OCO4)c(=O)c3ccccc23)n1 returned AmpC no deterg -20.6%, HCMV antiviral 9.4, AmpC detergent 6.9%, HCV inh 22.3%, Giardia FBPA inh 1.2% and Sm TGR block 58.3%[activator].
`CCCN(CCC)CC(O)COc1ccc2c(c1)OCO2` (configuration not stated) gave AmpC no deterg -18.8%, HCMV antiviral 16.6, AmpC detergent 7.2%, HCV inh -10.4%, Giardia FBPA inh -4.6% and Sm TGR block 0.8%.
Cc1ccc(S(=O)(=O)CC(=O)N2CCCC2)cc1 was read as AmpC no deterg -10.2%, HCMV antiviral 35.4, AmpC detergent inconclusive, HCV inh 19.0%, Giardia FBPA inh 6.8% and Sm TGR block -19.8%.
`O=C(CSc1nc2ccc(Cl)cc2[nH]1)NCc1ccco1` gave AmpC no deterg -19.8%, HCMV antiviral -3.6, AmpC detergent -7.9%, HCV inh -9.9%, Giardia FBPA inh -24.1% and Sm TGR block 14.1µM*.
`COc1ccc2cc(C(=O)O)n(CC(=O)c3ccccc3)c2c1` gave AmpC no deterg -7.7%, HCMV antiviral -38.5, AmpC detergent -2.6%, HCV inh 13.7%, Giardia FBPA inh 9.8% and Sm TGR block -3.6%.
Screening COc1ccc(CNCCCSc2ncccn2)cc1OC returned AmpC no deterg -7.1%, HCMV antiviral 45.7, AmpC detergent -16.7%, HCV inh -7.1%, Giardia FBPA inh -26.5% and Sm TGR block -0.7%.
For CC(=O)N1CCN(C(=O)CCc2nc3ccccc3c(=O)[nH]2)CC1 the results were AmpC no deterg -15.1%, HCMV antiviral 3.3, AmpC detergent 2.4%, HCV inh 6.0%, Giardia FBPA inh 0.7% and Sm TGR block -6.7%.
`CCC(=O)O[C@H]1CC[C@H]2[C@@H]3CCC4=CC(=O)CC[C@]4(C)[C@H]3CC[C@]12C` gave HCMV antiviral 46.3, HCV inh 14.1% and Giardia FBPA inh 0.8%[21.7 µM].
Screening CCOc1c2ccc(C(=O)NCC34CC5CC(CC(C5)C3)C4)cc2nn1CC returned AmpC no deterg 142.8%[activator], HCMV antiviral 5.1, AmpC detergent inconclusive, HCV inh -12.6%, Giardia FBPA inh -2.1% and Sm TGR block 3.6%.

Filtered by structure, those above containing a thiophene ring, fused or not (3)
For Cc1ccc(C(=O)NCC(=O)OCC(=O)c2c(N)n(C)c(=O)n(C)c2=O)s1 the results were AmpC no deterg -15.1%, HCMV antiviral 4.8, AmpC detergent inconclusive, HCV inh -1.1%, Giardia FBPA inh 0.8% and Sm TGR block -2.5%.
Screening CCOC(=O)c1csc(-c2sccc2Br)n1 returned AmpC no deterg -24.3%, HCMV antiviral 73.9, AmpC detergent -14.6%, HCV inh 11.7%, Giardia FBPA inh -6.0% and Sm TGR block 10.4%.
For O=C(NCC(=O)N(CCN1CCOCC1)C(C(=O)NC1CCCC1)c1cccnc1)c1cccs1 (configuration not stated) the results were AmpC no deterg -2.9%, HCMV antiviral 20.3, AmpC detergent -13.6%, HCV inh 9.6%, Giardia FBPA inh 6.0% and Sm TGR block -6.0%.

An unsorted share of the library, and some 9.9% of all compounds hit somewhere here.
